GPT2 inh: Primary qHTS assay for inhibitors of Glutamate pyruvate transaminase 2 (GPT2); Recombinant GPT2, coupled pyruvate oxidase/HRP Amplex Red fluorescence; 100,000 tested, 0.25% active; Alanine aminotransferase 2 (Homo sapiens), Q8TD30; AID 1671188, 2021; Potency, µM (doses to about 57.7 µM), for inactives: at the top dose activity change, negative = inhibition, usual class: inhibitors; further: potency means the concentration at half of the fitted maximal effect; nearly all actives have a fitted effect of over 60% in size; many of its hits are not listed in these tables
Target sequence (Q8TD30 whole entry, looked up): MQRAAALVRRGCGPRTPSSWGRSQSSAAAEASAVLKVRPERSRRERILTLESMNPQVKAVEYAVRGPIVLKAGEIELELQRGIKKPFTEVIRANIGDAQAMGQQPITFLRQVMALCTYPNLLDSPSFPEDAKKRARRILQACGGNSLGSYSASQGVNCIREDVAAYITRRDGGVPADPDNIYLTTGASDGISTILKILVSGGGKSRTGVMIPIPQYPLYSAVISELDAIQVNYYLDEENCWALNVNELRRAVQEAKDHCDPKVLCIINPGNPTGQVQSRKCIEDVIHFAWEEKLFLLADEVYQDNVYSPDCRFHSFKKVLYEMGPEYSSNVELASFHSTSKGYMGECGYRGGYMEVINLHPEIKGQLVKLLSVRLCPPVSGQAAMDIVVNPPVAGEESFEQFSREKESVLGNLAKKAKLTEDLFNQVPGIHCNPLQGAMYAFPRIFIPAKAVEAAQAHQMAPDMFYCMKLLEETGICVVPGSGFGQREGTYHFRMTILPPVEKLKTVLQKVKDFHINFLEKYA
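Fluorescence of coupled pyruvate oxidase/HRP/Amplex Red system (50uM Amplex, 30 min, dark) reports pyruvate formed by GPT2. Enzyme reaction: 10ng/uL GPT2, 2mM L-alanine, 250uM a-KG, 30 min room temperature, pH 7.5; 50uM AOA control.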
IP6K1 inh: Primary qHTS assay for small molecule inhibitors of Inositol hexaphosphate kinase 1 (IP6K1); AID 1645851, 2021; 140,000 tested, 0.81% active; IP6K1 kinase, ADP-Glo luminescence, 2 h; active compounds read low; Inositol hexakisphosphate kinase 1 (Homo sapiens), Q92551; activity change, % (series mostly up to about 58 µM); in the data active means activity change below about -25%
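ADP-Glo luminescence measures ADP made by human IP6K1 during a 2 h RT reaction with ATP/IP6 (mix at 1.3 mM/130 uM); top library doses 57.5 and 19.1 uM final.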
NIH3T3 tox: Cytotoxic Profiling in NIH 3T3 Cell Line of Diverse Libraries Using Quantitative High-Throughput Screening; NIH 3T3 viability, CellTiter-Glo ATP luminescence, 48-72 h; Potency, µM (titrated, usually from 96.7 µM), for the others: at the top dose activity change, negative = cytotoxicity, most hits filed as inhibitors; 94,000 tested, 4.3% active; further: potency means the concentration at half of the fitted maximal effect; nearly all actives have a fitted effect of over 55% in size
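Mouse fibroblast NIH 3T3 cells, 400 per well, received compound via pintool and were incubated for 48 or 72 hr prior to CellTiter-Glo ATP luminescence measurement.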
HEK293 viab: GF-AFC viability counterscreen for inhibitors of alpha-synuclein gene (SNCA) expression | 150,000 tested, 0.12% active | Potency, µM (series often up to 57.1 µM), inactives show top-dose activity change, negative = cytotoxicity, actives largely listed as cytotoxic | HEK-293-SNCA-luc viability, GF-AFC fluorescence, 24 h;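 further: potency means the concentration at half of the fitted maximal effect; 0% = DMSO-treated cells and -100% = medium-only wells without cells; nearly all actives have a fitted effect of over 30% in size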
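HEK-293-SNCA-luc cells (1500/well) plated 24 h, then exposed 24 h to a dilution series; GF-AFC added 30 min at 37C, fluorescence 405/540 nm; normalised to medium-only and DMSO wells, Hill fit.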
SNCA expr inh: Primary qHTS assay for inhibitors of alpha-synuclein gene (SNCA) expression; HEK-293 SNCA-luciferase knock-in, luminescence, 24 h; Potency, µM (doses to about 57.2 µM), for the others: at the top dose activity change, negative = inhibition, actives largely listed as inhibitors; AID 1671194, 2021; 140,000 tested, 0.17% active;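 further: potency means the concentration at half of the fitted maximal effect; plate controls were DMSO cells for no effect and cell-free wells for full effect; nearly all actives have a fitted effect of over 45% in size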
HEK cytotox: Cytotoxic Profiling in HEK 293 Cell Line of Diverse Libraries Using Quantitative High-Throughput Screening; 94,000 tested, 6.6% active; AID 1345083, 2018; Potency, µM (series often up to 115 µM), for the others: at the top dose activity change, negative = cytotoxicity, actives largely listed as inhibitors; HEK 293 viability, ATP luminescence (CellTiter-Glo), 48-72 h; further: potency means the concentration at half of the fitted maximal effect; nearly all actives have a fitted effect of over 60% in size
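qHTS cytotoxicity; HEK 293, 250 cells/well; compound pinned; 48 or 72 hr, 37 degree Celsius, 5% CO2, 95% humidity; CellTiter-Glo, 10 min RT; luminescence (ATP).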
Luciferase inh: Firefly luciferase inhibition profiling of diverse chemical library using quantitative high-throughput screening; 76,000 tested, 2.5% active; purified P. pyralis luciferase, luminescence, biochemical; Potency, µM (titrated, usually from 115 µM), inactives show at the highest dose activity change, negative = inhibition, actives largely listed as inhibitors; further: potency means the concentration at half of the fitted maximal effect; nearly all actives have a fitted effect of over 65% in size
Target sequence (P08659 whole entry, looked up): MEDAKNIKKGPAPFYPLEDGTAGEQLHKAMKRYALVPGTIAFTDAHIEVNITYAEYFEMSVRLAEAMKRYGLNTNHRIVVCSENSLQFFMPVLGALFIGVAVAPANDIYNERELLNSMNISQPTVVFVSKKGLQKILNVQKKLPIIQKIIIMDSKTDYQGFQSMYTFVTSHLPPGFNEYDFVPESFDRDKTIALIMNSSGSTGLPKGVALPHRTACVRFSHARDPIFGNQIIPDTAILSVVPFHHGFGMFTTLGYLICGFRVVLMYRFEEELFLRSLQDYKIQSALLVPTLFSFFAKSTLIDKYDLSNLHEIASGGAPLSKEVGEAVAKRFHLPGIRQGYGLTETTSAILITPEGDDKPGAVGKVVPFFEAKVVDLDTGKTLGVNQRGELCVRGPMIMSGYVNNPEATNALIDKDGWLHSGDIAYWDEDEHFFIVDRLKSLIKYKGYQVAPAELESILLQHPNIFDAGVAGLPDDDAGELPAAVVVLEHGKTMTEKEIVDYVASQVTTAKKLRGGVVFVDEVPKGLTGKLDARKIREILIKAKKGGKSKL
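Cell-free enzyme assay, 10nM P. pyralis luciferase, luciferin and ATP each at 10uM. Inhibition profiled over a 6-point titration, read as luminescence.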
* marks the source's active call; other numbers are inactive results; i = inactive; ? = inconclusive; nt = no result given; [ ] = dose if it differs, or a comment. Unless noted, the call rests on the fitted dose curve; in most records, active means well fitted curve in the direction sought with a large enough effect; inconclusive means small, poorly fitted or top-dose-only effect, or another doubt; inactive means no such curve, though single readings can be large; an effect the other way counts as inactive or inconclusive. Unless noted, on the % scale 0 is the no-effect control and ±100 the full control effect.

SMILES | GPT2 inh | IP6K1 inh | NIH3T3 tox | HEK293 viab | SNCA expr inh | HEK cytotox | Luciferase inh
CC(C)NC(=O)c1ccccc1OCC1CCCN(Cc2cncs2)C1 (stereo not drawn) | i | -10.9 | -28.0% | -22.7% | -18.8% | ? | 12.5%
COc1ccc(Cl)cc1C(=O)N1CCCN(c2cc(-c3ccc(F)cc3)[nH]n2)CC1 | ? | 4.8 | ? | -24.5% | -5.4% | ? | -6.9%
Fc1ccccc1-c1ccc(CNCc2ccco2)o1 | i | -6.6 | -19.0% | -0.5% | 73.1%[activator] | ? | ?
CCn1ccc(C(=O)N2CC(c3nc(CCOC)no3)C2)n1 | i | 9.4 | -19.4% | 4.1% | -11.4% | 0.4% | nt
CC(=O)N1CCn2c(nn(-c3ccncc3)c2=O)C1 | i | -3.1 | -0.8%[138 µM] | 3.5%[87.6 µM] | -11.4%[87.6 µM] | i | -0.3%[172 µM]
Cc1ccc(C(=O)NCCn2ccn3nc(-c4ccc(F)cc4)cc3c2=O)cc1F | i | 4.5 | -28.7% | -14.7% | 0.3% | ? | -11.2%
CCCNC(=O)c1ccc2c(c1)N=C(C)c1c(C)ccc(C)c1S2 | nt | 5.9 | nt | -13.5% | -5.0% | nt | nt
CC(C)CCNC(=O)C12CCCC=C1N(c1ccccc1)C(=O)CC2 (stereo not drawn) | 1.7% | 4.8 | -7.3% | -10.2% | -1.6% | -11.6% | nt
COCCNC(=O)CCc1ccc2c(c1)CN(C(=O)NC(C)C)CCO2 | i | 9.7 | -7.8% | -2.7%[12.5 µM] | -3.7% | -20.6% | 7.8%
Cc1nc(CC2CCN(C(=O)c3ccccc3)CC2)n[nH]1 | i | -13.1 | -2.5% | 6.0% | ? | -11.4% | 8.0%
CCC(=O)N(C1CCOCC1)C1CCN(Cc2ccc(OC)cc2OC)CC1 | i | -0.5 | -10.0% | 1.3% | -11.3% | -16.6% | -3.4%
Cc1ccc(-c2nc3sc(CCNS(=O)(=O)c4cc(F)ccc4F)c(C)n3n2)cc1 | nt | 19.0 | nt | ? | -7.1% | nt | nt
CCOc1ccc(NC(=O)c2cnn3c2NC(c2cccc(OC)c2)=CC3c2ccccc2)cc1 (stereo not drawn) | nt | -2.0 | nt | 11.9% | ? | nt | nt
COc1ccccc1NC(=O)CN1C(=O)CSc2ccc(S(=O)(=O)N3CCCC3)cc21 | nt | 1.0 | nt | -6.5% | -2.6% | nt | nt
Cc1noc2c(NC(C)C)cc(-c3ccccc3)nc12 | 1.1%[88.5 µM] | -10.7 | ? | 3.4%[87.6 µM] | 12.6%[87.6 µM] | ? | 0.8%[230 µM]
CCCCCC(C)N (stereo not drawn) | i | 10.9 | nt | -4.8%[23.9 µM] | -13.4%[25.6 µM] | nt | nt
COc1ccc(CC(=O)NC2CC(=O)N(c3cccc(F)c3)C2)cc1OC (stereo not drawn) | nt | -0.7 | nt | -0.6% | 32.2% | nt | nt
COc1ccc(Nc2ccnc(N3CCCC(C(=O)NCCc4ccc(F)cc4)C3)n2)cc1 (stereo not drawn) | i | 0.8 | 25.1µM* | -9.0%[12.5 µM] | -13.5% | 31.6µM* | nt
COc1ccccc1Nc1ccnc(N2CCC(C(=O)NCc3cccc(Cl)c3)CC2)n1 | -12.2% | 8.7 | ? | -6.3% | -4.0% | 39.8µM* | nt
O=C(NC1CCN(c2nccc(Nc3ccccc3Cl)n2)CC1)C1CCCC1 | -3.2% | 1.0 | 28.2µM* | -0.3% | -39.1% | ? | nt
CCOC(=O)C1CCN(C(=O)c2nn(-c3ccc(C)cc3)c(=O)c3c2c2ccccc2n3C)CC1 | nt | 0.9 | nt | 2.0% | -2.3% | nt | nt
CCSc1nc2c([nH]c3ccccc32)c(=O)n1-c1cccc(OC)c1 | nt | -5.8 | nt | -3.2% | 8.5% | nt | nt
O=C1CC(c2noc(-c3cccc(F)c3)n2)CN1c1ccc(Cl)cc1 (stereo not drawn) | -8.5% | -7.0 | ? | 12.2% | 23.5% | ? | -14.3%
Cc1ccccc1Nc1ncnc2c1c(-c1ccccc1)cn2-c1ccc(F)cc1 | nt | 1.1 | nt | 4.1% | -8.2% | nt | nt
CCc1ccc(C(=O)N2CCC(Cc3nc(-c4cccc(OC)c4)no3)CC2)cc1 | i | -21.8 | 39.8µM* | -4.2% | 0.9% | 22.4µM* | -18.2%

In another format: results already given.
> Cc1nc(CC2CCN(C(=O)c3ccccc3)CC2)n[nH]1
  GPT2 inh = i; IP6K1 inh = -13.1; NIH3T3 tox = -2.5%; HEK293 viab = 6.0%; SNCA expr inh = ?; HEK cytotox = -11.4%; Luciferase inh = 8.0%

> CCC(=O)N(C1CCOCC1)C1CCN(Cc2ccc(OC)cc2OC)CC1
  GPT2 inh = i; IP6K1 inh = -0.5; NIH3T3 tox = -10.0%; HEK293 viab = 1.3%; SNCA expr inh = -11.3%; HEK cytotox = -16.6%; Luciferase inh = -3.4%

New compounds follow.
SMILES | GPT2 inh | IP6K1 inh | NIH3T3 tox | HEK293 viab | SNCA expr inh | HEK cytotox | Luciferase inh
CN(C)c1cc(N2CCCC(NS(C)(=O)=O)C2)ncn1 (stereo not drawn) | 1.0% | 4.4 | 4.7% | -15.1% | ? | 1.1% | -10.0%
O=C([C@@H]1C[C@@H](O)[C@H](O)[C@@H]2NC(=S)N(c3ccc(Cl)cc3)[C@@H]21)N1CCCCC1 | -4.7%[88.5 µM] | -7.5 | -14.2%[138 µM] | -8.8%[87.6 µM] | 1.9%[87.6 µM] | -19.4%[172 µM] | 50.1µM*
O=C(C1CCC1)N1CCCC(Cc2nncn2CC2CC2)C1 (stereo not drawn) | i | -0.1 | 4.9% | 8.5% | 1.6% | -0.3% | -4.0%
c1cn(-c2ccc(Oc3nn[nH]n3)cc2)c(-c2cc3n(n2)CCCNC3)n1 | -13.8% | 2.3 | -2.2% | 1.2% | 3.0% | -19.8% | 1.7%
COc1ccc(CNC(=O)C2CCN(c3nnc(-n4c(C)ccc4C)s3)CC2)c(OC)c1 | nt | 4.2 | nt | -18.1% | ? | nt | nt
O=C(NCC1CCCCC1)C1CCc2nnc(-c3cccc(C(F)(F)F)c3)n21 (stereo not drawn) | i | 7.6 | -25.6% | -8.2% | 32.2%[activator] | -15.6% | nt
CCCS(=O)(=O)N1CC(=O)N(c2ccc(Cl)cc2C)C(C)(C(=O)NC2CCCC2)C1 (stereo not drawn) | nt | -22.9 | nt | 10.4% | 4.5% | nt | nt
CCCOc1cccc(C(=O)N2CCCCC2CCN2CCCCC2)c1 (stereo not drawn) | nt | -5.7 | nt | -2.6% | -6.6% | nt | nt
O=C(NCc1ccccc1)N[C@H]1CO[C@H]2[C@@H]1OC[C@H]2OC(=O)Nc1cccc(C(F)(F)F)c1 | -10.6% | 9.3 | ? | -2.5% | -17.5% | ? | -1.0%
COc1ccc(Nc2ccnc(N3CCC(N[S+](=O)([O-])c4ccc(C)cc4)CC3)n2)cc1 | i | 2.6 | 25.1µM* | ? | -30.2% | 28.2µM* | nt
COc1ccc(-c2noc([C@@H]3C[C@H](NC(=O)COCC(=O)O)CN3C)n2)cc1 | -10.5%[88.5 µM] | -17.6 | -1.5%[138 µM] | 3.6%[87.6 µM] | 2.5%[87.6 µM] | 0.5%[172 µM] | 63.1µM*
CC(C)C1CCC(C(=O)N[C@H](Cc2ccccc2)C(=O)O)CC1 (stereo partly drawn) | 5.0% | 3.3 | nt | 8.8% | -3.6% | nt | nt
Clc1ccccc1CNc1ncnc2c1nc1n2CCCC1 | nt | 18.5 | nt | -2.5% | 43.6%[activator] | nt | nt
O=C(Nc1nccs1)[C@@H]1C[C@@H](c2ccc(F)cc2)N([S+](=O)([O-])c2ccccc2)C1 | 1.3%[88.5 µM] | 2.2 | -29.6%[138 µM] | -11.5%[87.6 µM] | ? | ? | -2.6%[172 µM]
O=C(c1ccccc1Cl)N1CCC(C(=O)N2CCC(N3CCOCC3=O)CC2)CC1 | i | -6.6 | -3.5% | -27.6% | -10.1% | 3.1% | nt
Nc1ncnc2c1nc(Br)n2C1OC2COP(=O)(O)O[C@@H]2C1O (stereo partly drawn) | 4.9% | nt | nt | 4.4% | 20.4% | nt | nt
Cc1noc(-c2cn(C3CCN(C(=O)c4ccc5c(c4)OCO5)CC3)nn2)n1 | i | -0.3 | -20.6% | -3.5% | -19.2% | -1.9% | -5.0%
CNC(=O)CCn1ncc2cc(OCc3ccccc3-c3cnn(C)c3)ccc21 | 0.9%[88.5 µM] | 9.7 | ? | -7.5%[87.6 µM] | 0.3%[87.6 µM] | ? | -21.5%[172 µM]
Cc1cc(C)n(CCC(=O)N[C@@H]2CN(c3ncccn3)C[C@H]2CO)n1 | i | 2.5 | -1.3% | 1.0% | 30.5%[activator] | -5.9% | -8.9%
C=C(C)Cn1c(=O)c2c(nc3n2CCN3c2ccc(F)cc2)n(C)c1=O | nt | -2.2 | nt | -1.8% | 18.4% | nt | nt
Cc1cccc(N2CCN(C(=O)c3cn(C4CCCCC4)c(=O)c4c3c3ccccc3n4C)CC2)c1C | nt | 9.3 | nt | -11.5% | 10.1% | nt | nt
CC(=O)N1CCCC(c2nc(-c3cccnc3)no2)CCNC(=O)CC1 (stereo not drawn) | i | 12.0 | 1.2% | 2.9% | 8.9% | i | 3.3%
C=CC1(C)CC2=CCC3C(C)(C(=O)O)CCCC3(C)C2CC1OC(C)=O (stereo not drawn) | 1.5%[27.3 µM] | 0.5 | nt | -4.8% | nt | nt | nt
Cc1ccc(CNC(=O)c2cc(S(=O)(=O)N3CCCCC3)cn2C)cc1 | nt | -11.1 | nt | 8.0% | -3.1% | nt | nt
COc1ccc(C(=O)N2CCC3(CC2)C(=NC2CCCCC2)NC(=O)N3c2cccc(OC)c2)cc1 | ? | -9.9 | 28.2µM* | 4.3% | 5.4% | 1.6% | nt
CCN(CC)C(=O)N1C[C@@H](Oc2cccnc2)C[C@@H]1C(=O)N1CCOCC1 | i | 34.9 | -7.2% | -4.2% | -11.0% | -1.0% | 3.2%
O=C(CC1C(=O)Nc2ccccc21)OC[C@H]1O[C@@H](OCCc2ccc(O)cc2)[C@H](O)[C@@H](O)[C@@H]1O (stereo partly drawn) | ? | 14.5 | nt | -1.6%[23.9 µM] | nt | nt | nt
O=C(NC[C@H]1OC[C@@H](NC2CCOCC2)[C@@H]1O)N1CCOCC1 | i | -10.9 | -2.2%[174 µM] | -1.5%[87.6 µM] | -1.7%[87.6 µM] | -3.4%[172 µM] | -4.5%[172 µM]
Cc1ccc(C)c(CSc2nc3c([nH]c4ccccc43)c(=O)n2C)c1 | nt | 7.8 | nt | 2.0% | 9.0% | nt | nt
Cc1cccc(-n2ncc3c(NC4CCCC4)ncnc32)c1 | nt | 1.4 | nt | -19.9% | -58.7% | nt | nt

A portion of the library. The share of hits here may be higher or lower than overall.
